# ELG1 genotoxic: genotoxicity induction in ELG1-luciferase HEK293T cells | Potency, µM (series often up to 46 µM), for inactives: at the top dose activity change, positive = activation, hits mostly activators | actives 1.3% (n = 330,000) | HEK293T ELG1-luciferase reporter, luminescence, 16 h | AID 504466; note: potency is the fitted concentration of half-maximal effect; % of control where 0% means no effect; nearly all actives have a fitted effect of over 60% in size
#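 ELG1-luciferase HEK293T cells, 2,000/well; compound pinned in; 16 hr, 37 °C, 5% CO2; ONE-Glo, 30 min RT; luminescence on CCD imager.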
# USP2a inh: inhibitors of human ubiquitin-specific protease USP2a; O75604; USP2 core, Ub-CHOP2 coupled fluorogenic reporter, 485/531; Potency, µM (highest dose often 38.3 µM), without a hit: at the top dose activity change, negative = inhibition, actives largely listed as inhibitors; actives 0.01% (n = 330,000);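 note: potency is the fitted concentration of half-maximal effect; plate controls were DMSO wells for no effect and full inhibition by NEM control for full effect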
#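 Deubiquitinase activity read as fluorescence (485/531 nm) after Ub-CHOP2 cleavage activates the enterokinase reporter on its substrate; USP2 core 10nM, Ub-CHOP2 and substrate 25nM each, 30min compound preincubation then 60min RT; data normalized to NEM, curves fitted.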
# TRPV1 ag: human TRPV1 agonism; TRPV1-expressing cells, Fluo-8 calcium influx, agonist mode; activation, % at 8.33 µM; actives 0.19% (n = 320,000); AID 540275; in the data active = activation above about 80%; inconclusive = between about 30% and that limit; note: 0% is about no effect
#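 TRPV1-expressing cells were cultured overnight at 35.5C and loaded with Fluo-8 calcium dye for 40 to 90 min at room temperature. After a 10 s baseline, compound was added and calcium influx was read kinetically for 3 min (ex 480/em 520 nm).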
# BRCA1 expr up: activators of BRCA1 expression | MCF7-BRCA1-FFLuc reporter, luminescence, 48 h; response scale: scaled: vehicle 0%, 10 µM genistein 100% | Potency, µM (series often up to 46.1 µM), inactives show at the highest dose activation, most hits filed as activators | actives 1.1% (n = 380,000) | AID 624202; note: potency is the fitted concentration of half-maximal effect; nearly all actives have a fitted effect of over 80% in size; some results filed as inactive show a strong effect at the top dose
#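 First, MCF7-BRCA1-FFLuc cells (2000/well) attach for 2 h; next, compounds are pin-added and incubated 48 h at 37 °C; finally, luciferase reagent is added and luminescence read after 15 min.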
# p53 reactivator: re-activators of mutant p53. Potency, µM (series often up to 92.2 µM), without a hit: at the highest dose activity change, positive = activation, most hits filed as activators. actives 0.063% (n = 320,000). H1299 p53-A138V BP100-luciferase reporter, luminescence, 24 h; note: potency is the fitted concentration of half-maximal effect; % of control where 0% means no effect; nearly all actives have a fitted effect of over 45% in size
#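 p53-null H1299 cells stably carrying temperature-sensitive p53-A138V and a BP100-luciferase reporter were pinned with compounds (4-point, 1:5 series) and held 24 hrs at 37 deg C. Luminescence was read 10 min after detection reagent.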
# Integrin act MD: integrin-mediated muscular dystrophy alleviation activation; Potency, µM (top dose mostly 38.3 µM), for inactives: top-dose activation, actives largely listed as activators; AID 624291; actives 0.064% (n = 350,000); alpha7betagal myoblasts, beta-gal FDG fluorescence, 48 h;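 note: potency is the fitted concentration of half-maximal effect; 100% = response of the positive control SU9516; nearly all actives have a fitted effect of over 60% in size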
#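 alpha7betagal+/- myoblasts (passage 13, 250/well) treated 48 h at 37C with compounds at 1:260 dilution of DMSO stock. Lysed, then beta-galactosidase activity read as FDG fluorescence (ex 480/em 540) after 30 min, with pre-read for autofluorescence.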
# S-ASM inh: human S-ASM enzyme inhibition. placental ASM, HMU-PC fluorogenic substrate, 60 min. Potency, µM (highest dose often 57.5 µM), for inactives: at the highest dose activity change, negative = inhibition, usual class: inhibitors. actives 0.006% (n = 340,000); note: potency is the fitted concentration of half-maximal effect
#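 HMU-PC0 cleavage (9 uM final) by human placental ASM, 60 min at 37 °C following 10 min compound exposure at RT; stopped at pH 10, fluorescence Ex 386/Em 447 nm.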
# B2AR arrestin: agonists driving beta-arrestin recruitment to human beta2-adrenergic receptor | beta-arrestin recruitment to beta2AR, cell-based reporter | Potency, µM (top dose mostly 46.1 µM), inactives show top-dose activation, most hits filed as activators | actives 0.02% (n = 330,000) | AID 492947;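 note: potency is the fitted concentration of half-maximal effect; 0% = DMSO controls and full agonism = EC100 isoproterenol or metaproterenol; nearly all actives have a fitted effect of over 65% in size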
# uPA generation: blocks generation of uPA at the cell surface | Potency, µM (series often up to 38.3 µM), for the others: top-dose activity change, negative = inhibition, actives largely listed as inhibitors | AID 540303 | cell surface uPA generation assay, qHTS | actives 0.31% (n = 330,000); active = well fitted inhibition curve with a large enough effect; inconclusive = small, poorly fitted or top-dose-only effect; inactive = no such curve, though single readings can be large or run the other way; tested in mouse RAW 264.7 cells; note: potency is the fitted concentration of half-maximal effect; % is set by controls: 0 for no effect and ±100 for the full control effect; nearly all actives have a fitted effect of over 55% in size
# Eya2 phos inh: blocks the phosphatase activity of human Eya2 | recombinant Eya2, OMFP fluorescence dephosphorylation (OMFP is methylfluorescein phosphate) | Potency, µM (highest dose often 76.9 µM), without a hit: at the top dose activity, negative = inhibition, hits mostly inhibitors | actives 0.006% (n = 330,000); note: potency is the fitted concentration of half-maximal effect; % is set by controls: 0 for no effect and ±100 for the full control effect
# Target sequence (O00167 whole entry, looked up): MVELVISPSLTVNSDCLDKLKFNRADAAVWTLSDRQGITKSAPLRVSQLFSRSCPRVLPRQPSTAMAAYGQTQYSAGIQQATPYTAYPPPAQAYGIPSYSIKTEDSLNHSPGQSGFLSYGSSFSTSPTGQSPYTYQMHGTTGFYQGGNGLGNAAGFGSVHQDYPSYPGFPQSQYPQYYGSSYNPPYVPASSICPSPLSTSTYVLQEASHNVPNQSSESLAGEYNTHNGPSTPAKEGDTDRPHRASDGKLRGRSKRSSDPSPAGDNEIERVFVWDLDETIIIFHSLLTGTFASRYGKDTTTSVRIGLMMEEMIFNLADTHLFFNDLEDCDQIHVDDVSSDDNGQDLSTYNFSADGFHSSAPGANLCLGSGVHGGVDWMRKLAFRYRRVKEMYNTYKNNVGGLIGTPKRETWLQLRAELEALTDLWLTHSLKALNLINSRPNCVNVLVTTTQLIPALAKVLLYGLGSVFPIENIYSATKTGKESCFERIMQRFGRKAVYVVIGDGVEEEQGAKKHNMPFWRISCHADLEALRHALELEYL
#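 Eya2 (0.2 uM) preincubated 10 min at ambient with compound, then OMFP substrate added at 50 uM; 10 min reaction in 50 mM HEPES pH 7.5, 50 mM NaCl, 5 uM MgCl2, 0.05% BSA, 1 mM DTT. Fluorescence read at Ex 485/Em 525 nm.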
# PTAP TSG101 blk: blocks PTAP/TSG101 interaction to inhibit HIV-1 budding | Q99816 | AID 493005 | Potency, µM (highest dose often 115 µM), without a hit: at the highest dose activity change, negative = inhibition, most hits filed as inhibitors | Fluorescence polarization, FITC-PTAP peptide / Tsg101 binding | 340,000 tested, under 10 active; active = well fitted inhibition curve with a large enough effect in the main read-out, with a control signal flat, not every such curve was filed as active; inconclusive = small, poorly fitted or top-dose-only effect, or effect the other way, or a change in a side signal; inactive = no such curve, though single readings can be large or run the other way; note: potency is the fitted concentration of half-maximal effect; % of control where 0% means no effect
# Target sequence (Q99816 whole entry, looked up): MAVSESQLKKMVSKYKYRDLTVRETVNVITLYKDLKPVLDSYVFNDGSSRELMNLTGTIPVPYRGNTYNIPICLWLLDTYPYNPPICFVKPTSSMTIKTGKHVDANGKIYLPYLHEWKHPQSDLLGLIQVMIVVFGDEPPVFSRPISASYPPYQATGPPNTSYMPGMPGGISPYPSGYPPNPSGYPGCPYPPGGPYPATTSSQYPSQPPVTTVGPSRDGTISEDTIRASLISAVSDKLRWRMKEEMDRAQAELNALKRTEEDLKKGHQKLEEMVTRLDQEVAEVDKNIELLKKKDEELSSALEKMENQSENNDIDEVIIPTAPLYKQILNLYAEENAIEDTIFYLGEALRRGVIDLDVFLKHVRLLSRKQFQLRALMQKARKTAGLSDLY
#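 Steps: Tsg101 binding domain dispensed (10 uM final), compounds pinned in DMSO, FITC-labeled PTAP-motif peptide added (50 nM final); after 20 min binding at room temperature, polarization measured.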
# Starred values were filed as active, the others as inactive; i = inactive; ? = inconclusive; · = no result given; & = joins results of further samples; [ ] = remark or other dose. Unless noted, calls come from the whole dose curve; as a rule, active = well fitted curve in the direction sought with a large enough effect; inconclusive = small, poorly fitted or top-dose-only effect, or another doubt; inactive = no such curve, though single readings can be large; an effect the other way counts as inactive or inconclusive.
Structure	ELG1 genotoxic	USP2a inh	TRPV1 ag	BRCA1 expr up	p53 reactivator	Integrin act MD	S-ASM inh	B2AR arrestin	uPA generation	Eya2 phos inh	PTAP TSG101 blk
COc1ccc(CCNC(=O)c2c(N)n(CCN3CCOCC3)c3nc4ccccc4nc23)cc1	-23%	4%	?	-80%	-27%	3%	i	0.0%	6%	11%	-4%
Cc1c(C(c2ccc(Cl)cc2Cl)c2c(O)c3ccccc3oc2=O)c(=O)n(-c2ccccc2)n1C (stereo unspecified)	-11%	3%	-4	2%	-3%	37%	7%	-0.1%	0%	15%	-3%
OC(c1cccc(Cl)c1)(c1cccc(Cl)c1)C1CN2CCC1CC2 (stereo unspecified)	-3%	0%	14	-105%[inhibitor]	-10%	-72%[inhibitor]	1%	0.0%	-3%	11%	-6%
CCOc1ccc(-n2c(O)c(C=Nc3ccc(N(CC)CC)cc3)c(=O)[nH]c2=O)cc1	1%	1%	1	-48%	12%	?	-10%	-0.2%	10%	-3%	?
O=S(=O)(c1ccccc1)N1CC1c1ccccc1 (stereo unspecified)	13%	1%	-4	69%	25%	19%	-1%	5.5%	-1%	1%	-3%
CC(=O)Nc1ccc([As](=O)(O)c2ccc([N+](=O)[O-])cc2)cc1	-1%	-2%	3	0%	6%	-20%	-3%	-0.7%	1%	-7%	-4%
CCCCCCCCCCOC(=O)CCN1CC1	·	·	·	-1%	·	37%	2%	·	3%	·	-2%
CN(C)CCOC(=O)c1cn(Cc2ccccc2)c2ccccc12	-8%	-8%	15	-8%	-9%	0%	-1%	-0.2%	4%	-20%	0%
O=C(Cc1ccccc1)Oc1cccc(-n2cnnn2)c1	0%	-1%	1	6%	7%	-8%	-1%	-0.3%	0%	-7%	-1%
CCCCCc1cc(O)c2c3c(c(=O)oc2c1)CN(C)CC3	-2%	5%	1	12%	5%	-67%[inhibitor]	-12%	-0.3%	9%	7%	-7%
COc1ccccc1OCC(=O)N1CCCC(N(C)Cc2ccccc2)C1 (stereo unspecified)	-5%	2%	-1	5%	3%	9%	-2%	0.4%	-2%	-22%	-12%
COC(=O)CCc1nc2c(C#N)c(-c3ccc(Cl)cc3)ccn2n1	-3%	0%	3	1%	-3%	?	-1%	-0.1%	-7%	0%	-1%

# Whole records as entered above. Screens in order: ELG1 genotoxic | USP2a inh | TRPV1 ag | BRCA1 expr up | p53 reactivator | Integrin act MD | S-ASM inh | B2AR arrestin | uPA generation | Eya2 phos inh | PTAP TSG101 blk
# `O=C(Cc1ccccc1)Oc1cccc(-n2cnnn2)c1` in the list: 0% | -1% | 1 | 6% | 7% | -8% | -1% | -0.3% | 0% | -7% | -1%
# `CC(=O)Nc1ccc([As](=O)(O)c2ccc([N+](=O)[O-])cc2)cc1` in the list: -1% | -2% | 3 | 0% | 6% | -20% | -3% | -0.7% | 1% | -7% | -4%

# The listing continues.
Structure	ELG1 genotoxic	USP2a inh	TRPV1 ag	BRCA1 expr up	p53 reactivator	Integrin act MD	S-ASM inh	B2AR arrestin	uPA generation	Eya2 phos inh	PTAP TSG101 blk
O=C(COc1ccccc1)N1CCN(C/C=C/c2ccccc2)CC1	-1%	2%	11	-18%	-2%	-30%	1%	-0.3%	-1%	-5%	-5%
COc1ccc(-c2noc(=O)n2Cc2cc(C)ccc2C)cc1	1%	0%	3	-58%	1%	-9%	-1%	0.1%	?	1%	-2%
CCCCC(=O)N/N=C/c1c(O)n(CCc2ccc(OC)c(OC)c2)c(=O)[nH]c1=O	-1%	-1%	-6	-10%	-7%	17%	9%	-0.6%	5%	9%	-3%
N#CC(C#N)=NNc1ccc(S(=O)(=O)N2CCCC2)cc1	-2%	1%	0	-7%	4%	?	?	-0.5%	4%	-7%	-2%
Cc1cc(CN(C)C)c(OC(=O)N(C)C)cc1C	-2%	-1%	-2	1%	4%	10%	1%	-0.2%	-5%	6%	-1%
CCn1cc(C(=O)NCc2ccccc2)c2ccccc21	1%	1%	3	0%	-4%	-4%	-2%	-0.3%	4%	2%	-4%
CCOCC(=O)NC1CCSC1=O (stereo unspecified)	1%	-2%	0	-16%	-5%	0%	3%	0.2%	-2%	0%	-5%
CN(C(=O)CN1CC=C(c2ccccc2)CC1)c1c(N)n(Cc2ccccc2)c(=O)[nH]c1=O	1%	1%	0	-9%	4%	-7%	0%	3.0%	5%	-14%	-3%
O=C(CF)NC(NC(=S)Nc1ccccc1O)C(Cl)(Cl)Cl (stereo unspecified)	-8%	-1%	7	-24%	-1%	8%	3%	-0.1%	?	0%	-6%
CCOC(=O)CCN=Cc1c(O)n(-c2ccc(Br)cc2)c(=O)[nH]c1=O	1%	2%	·	3%	-1%	1%	-1%	0.2%	0%	13%	1%
O=C(COC(=O)c1ccc(O)cc1)Nc1ccc(Cl)cc1C(=O)c1ccccc1	-2%	-5%	10	-36%	-6%	-7%	-19%	3.4%	-8%	-3%	-2%
c1ccc(C2CC3CC(c4ccco4)N2O3)cc1 (stereo unspecified)	-1%	1%	1	-2%	-1%	-23%	2%	0.0%	2%	-2%	-7%
O=c1[nH]c(=S)n(CCC2=CCCCC2)c(O)c1C=NCc1cccnc1	0%	3%	0	·	9%	·	·	-0.4%	·	16%	·
COC(=O)C1=C(c2ccc(OC)c(OC)c2)C[C@@H]2CC[C@H]1N2C(=O)N1CCc2cc(OC)c(OC)cc2C1	0%	3%	0	-29%	-17%	-16%	1%	0.2%	?	-11%	-4%
C=CC[C@@H](CC(=O)N[C@H](CO)Cc1ccccc1)C(=O)N[C@@H](COC(=O)[C@@H](CC=C)CC(=O)OC(C)(C)C)Cc1c[nH]c2ccccc12	0%	2%	·	-33%	6%	4%	3%	-0.7%	19%	13%	1%
COc1ccc(C(=O)Cn2c(NCCCl)nc3ccccc32)cc1	-2%	2%	-1	-6%	-25%	-45%	-1%	3.0%	-27%	5%	0%
O=C(NC(=S)N1C[C@H]2C[C@H](C1)c1cccc(=O)n1C2)c1ccc(F)cc1	3%	1%	-1	13%	12%	24%	-4%	-1.0%	-1%	6%	-6%
CC1=CC2OC3CC4OC(=O)C=CC=CC(=O)OCCC(C)C(O)C(=O)OCC2(CC1)C4(C)C31CO1 (stereo unspecified)	·	·	·	·	·	?	2%	·	-11%	·	0%
COc1ccc(CN2Cc3cnnn3-c3ccccc3C2C#N)cc1 (stereo unspecified)	·	·	·	-82%	·	-39%	1%	·	5.6µM*	·	-5%
Cc1ccc(S(=O)(=O)N(C)C/N=C(\N)N[N+](=O)[O-])cc1	-2%	-1%	0	5%	2%	14%	2%	0.0%	1%	-2%	1%
CN(C)C(=O)CSc1nnc([C@@H](N)Cc2ccccc2)o1	-2%	0%	-4	11%	16%	-15%	4%	0.2%	1%	29%	-7%
CN1CCc2cccc3c2[C@@H]1Cc1ccc(O)c(O)c1-3	3%	3%	5	-64%	-5%	·	13%	-0.4%	-26%	5%	-9%
CC(C)(C)C(=O)OCC12CCC(O1)C1(C)C(=O)OCC21 (stereo unspecified)	1%	-4%	9	9%	6%	4%	3%	-1.2%	4%	-5%	-4%
COC(=O)c1ccccc1OP1(=O)COc2ccccc2OC1	-1%	0%	-2	-1%	5%	3%	4%	-0.3%	1%	17%	-7%
Cn1c(O)c(/C=N/c2ccccn2)c(=O)n(C)c1=O	-1%	0%	-2	16%	2%	-16%	1%	0.2%	15%	12%	0%
Cn1c(=O)c2nncnc2n(C)c1=O	2%	5%	-1	-10%	11%	2%	2%	-1.2%	-2%	0%	-4%
COCc1cc(OC(=O)N(C)C)nc(-c2ccc(C)c(Cl)c2)n1	0%	-2%	21	-1%	-5%	-49%[inhibitor]	0%	-0.6%	-13%	12%	-1%
Cc1ccc(OCC(=O)N2CCN(C3CCC(c4ccccc4)CC3)CC2)cc1 (stereo unspecified)	-10%	-2%	13	-18%	0%	4%	-1%	-0.3%	-8%	-1%	0%
Cc1ccc(S(=O)(=O)Nc2ccccc2N(C)S(=O)(=O)c2ccc(C)cc2)cc1	-2%	-7%	0	-24%	1%	-14%	-2%	-0.1%	?	-4%	-6%
Nc1ccncc1	2%	6%	1	-9%	-1%	·	1%	0.2%	0%	1%&0%	0%
CCCCC1(CC)COP(=O)(OCC(Cl)(Cl)Cl)OC1 (stereo unspecified)	·	·	·	-16%	·	0%	-1%	·	3%	·	-6%
C[C@@H]1CC[C@@]2(NC1)O[C@H]1C[C@H]3[C@@H]4CC=C5C[C@@H](O)CC[C@]5(C)[C@H]4CC[C@]3(C)[C@H]1[C@@H]2C	-4%	-5%	-4	-25%	?	0%	-5%	-0.4%	2%	-10%	-3%
O=S(=O)(NC1CCCC1)OCC(Cl)(Cl)Cl	0%	-3%	3	-10%	·	23%	0%	0.5%	6%	?	1%

# Screening data (PubChem BioAssay)

# Some of the compounds tested, so the mix of outcomes need not match the whole.
